mut p53 react: mutant p53 pathway re-activators, primary screen, cell-based, SW480, luciferase, single point, HTS | activation, % at 9.98 µM | 28,000 compounds, 1.5% hits | SW480 PUMA-promoter luciferase, p53 mutant reactivation; in the data active = activation above about 52%
STK33 kin inh: STK33 kinase inhibitors, primary screen, biochemical, luminescence, ADP-Glo, MBP substrate | Serine/threonine-protein kinase 33 (Homo sapiens), Q9BYT3 | inhibition, % at 12.5 µM | 27,000 compounds, 0.44% hits; in the data active = inhibition above about 20%
Target sequence (Q9BYT3 whole entry, looked up): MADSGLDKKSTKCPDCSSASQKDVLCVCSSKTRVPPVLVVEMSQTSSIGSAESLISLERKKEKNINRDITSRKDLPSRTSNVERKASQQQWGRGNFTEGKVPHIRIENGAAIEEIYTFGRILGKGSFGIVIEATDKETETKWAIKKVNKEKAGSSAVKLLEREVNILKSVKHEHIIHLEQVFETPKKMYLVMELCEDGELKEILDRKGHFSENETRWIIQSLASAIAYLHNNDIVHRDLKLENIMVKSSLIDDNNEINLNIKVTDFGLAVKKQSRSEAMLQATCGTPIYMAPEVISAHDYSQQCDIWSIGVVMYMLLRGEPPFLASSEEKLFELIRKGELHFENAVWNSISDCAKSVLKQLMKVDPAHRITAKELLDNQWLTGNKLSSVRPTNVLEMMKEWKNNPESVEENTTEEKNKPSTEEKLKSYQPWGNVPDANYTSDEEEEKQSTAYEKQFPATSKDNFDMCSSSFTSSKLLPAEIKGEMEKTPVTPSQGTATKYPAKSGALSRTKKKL
The depositor's hits bear a star; · = no result given.

SMILES	mut p53 react	STK33 kin inh
CCn1c(SCC(=O)Nc2cccc(C(F)(F)F)c2)nnc1-c1ccco1	21	1
C[C@@H]1CN([C@H](C)CO)C(=O)c2cc(NS(=O)(=O)c3ccccc3)ccc2O[C@@H](C)CCCCO[C@H]1CN(C)Cc1ccccc1	-2	·
CS(=O)(=O)N(CC(=O)Nc1cccc(Br)c1)c1cccc(Cl)c1	3	1
CC(C)c1ccc(OCC(=O)Nc2ccccc2C#N)c(Br)c1	130*	-3
COc1ccc(CN(C)C[C@H]2Oc3ccc(NS(=O)(=O)c4ccc(Cl)cc4)cc3CC(=O)N([C@@H](C)CO)C[C@@H]2C)cc1	-19	·
O=C1CC(O)[C@H]2[C@@H]3N1c1ccccc1[C@@]31CCN3C/C(=C/CO)[C@@H]2C[C@H]31 (some centres undefined)	4	-3
CC(=O)CCc1c(C)[nH]c2ccc(C)cc2c1=O	14	4
CNC[C@@H]1Oc2c(NS(=O)(=O)c3cn(C)cn3)cccc2C(=O)N([C@H](C)CO)C[C@@H]1C	7	·
C[C@H]1CN([C@@H](C)CO)C(=O)c2cc(NC(=O)Nc3ccc(C(F)(F)F)cc3)ccc2O[C@@H]1CN(C)S(=O)(=O)c1ccccc1	·	-12
C[C@@H]1CCCCO[C@@H](CN(C)Cc2ccc(C(=O)O)cc2)[C@@H](C)CN([C@H](C)CO)C(=O)c2cc(NC(=O)CCCN(C)C)ccc2O1	·	-6
Cc1c(O)cc(O)c2c1OC(c1ccccc1)CC2=O (centres undefined)	·	5
C=CCNC(=O)[C@@H]1[C@H]2C(=O)O[C@H](c3ccccc3)[C@H](c3ccccc3)N2[C@H](c2ccc(O)cc2)[C@@]12C(=O)Nc1ccc(C#CC3=CCCCC3)cc12	·	0
CC(=O)O[C@H]1[C@H](Oc2cc(O)cc(O)c2C(=O)c2cc(O)cc(O)c2)O[C@H](CO)[C@@H](OC(=O)c2ccccc2)[C@@H]1O	2	2
N#Cc1c(NC(=O)CSc2ncccn2)sc2c1CCCC2	11	2
C[C@@H]1CN([C@@H](C)CO)C(=O)c2cc(NC(=O)Nc3ccc4c(c3)OCO4)ccc2O[C@@H]1CN(C)Cc1ccc(Cl)c(Cl)c1	-41	2
C[C@H](CO)N1C[C@H](C)[C@H](CN(C)C(=O)Nc2ccc(C(F)(F)F)cc2)Oc2ccc(NC(=O)Nc3cccc4ccccc34)cc2CC1=O	·	5
Cc1nc2sc3c(c2c2nnc(SCC(=O)Nc4ccc(Br)cc4)n12)CCCC3	24	1
C[C@H]1CN([C@@H](C)CO)C(=O)Cc2cc(NS(C)(=O)=O)ccc2O[C@@H]1CN(C)C(=O)Nc1ccc(F)cc1	·	1
Cc1nc2cc(NS(=O)(=O)c3cccc4cccnc34)ccc2s1	-3	0
C[C@@H]1CCCCO[C@@H](CN(C)Cc2ccc(C(=O)O)cc2)[C@H](C)CN([C@H](C)CO)C(=O)c2cc(NS(=O)(=O)c3ccc(Cl)cc3)ccc2O1	9	·
C[C@@H]1CN([C@H](C)CO)S(=O)(=O)c2ccc(C#Cc3ccccc3)cc2O[C@@H]1CN(C)C(=O)Nc1ccc2c(c1)OCO2	-22	·
C[C@H]1CN([C@@H](C)CO)C(=O)Cc2cc(NC(=O)Cc3cn(C)c4ccccc34)ccc2O[C@H]1CN(C)Cc1ccc(Cl)c(Cl)c1	·	1
CCCCC[C@H](O)/C=C/[C@@H]1[C@@H](C/C=C\CCCC(=O)O)[C@H]2CO[C@@H]1C2	1	·
C[C@@H]1CN([C@@H](C)CO)C(=O)c2cc(N(C)C)ccc2O[C@@H]1CN(C)S(=O)(=O)c1cn(C)cn1	1	·
Cc1ccc(S(=O)(=O)N(C)C[C@H]2Oc3ccc(NS(=O)(=O)c4c(C)noc4C)cc3CC(=O)N([C@H](C)CO)C[C@H]2C)cc1	·	-2

Later entries.
SMILES	mut p53 react	STK33 kin inh
Cc1cc(C)c(NC(=O)CSc2nc(C)cc(=O)[nH]2)c([N+](=O)[O-])c1	2	1
C[C@@H]1CCCCO[C@@H](CN(C)C)[C@H](C)CN([C@H](C)CO)C(=O)c2cc(NC(=O)CCC(F)(F)F)ccc2O1	-4	·
COC(=O)[C@]1(Cc2ccccc2)N=C(c2ccc(OCCCO)cc2)O[C@@H]1c1ccccc1CN=[N+]=[N-]	·	17
C[C@H](CO)N1C[C@H](C)[C@H](CN(C)CC2CCCCC2)Oc2ccc(NC(=O)Nc3ccc(F)cc3)cc2CC1=O	·	0
C[C@@H]1CCCCO[C@H](CN(C)C(=O)C2CCCCC2)[C@@H](C)CN([C@H](C)CO)C(=O)c2cc(NC(=O)CCC(F)(F)F)ccc2O1	·	0
C[C@H]1CN([C@@H](C)CO)C(=O)c2cc(N(C)C)ccc2O[C@H]1CN(C)S(=O)(=O)c1cccs1	8	-1
CNC[C@@H]1Oc2ccc(NC(=O)Cn3cnnn3)cc2C(=O)N([C@@H](C)CO)C[C@@H]1C	·	-2
C[C@@H]1CCCCO[C@H](CN(C)C)[C@H](C)CN([C@@H](C)CO)C(=O)c2cc(NC(=O)Nc3cccc4ccccc34)ccc2O1	10	·
C[C@H](CO)N1C[C@H](C)[C@H](CN(C)Cc2ccc(Oc3ccccc3)cc2)Oc2ccc(NS(=O)(=O)c3ccc(Cl)cc3)cc2CC1=O	·	2
O=C1O[C@H](c2ccccc2)[C@H](c2ccccc2)N2[C@H]1[C@@H](C(=O)O)[C@]1(C(=O)Nc3ccccc31)[C@H]2c1ccc(OCCO)cc1	·	2
CC1(O)C(O)C(CO)OC1n1cnc2c(NC3CCCC3)nc(Cl)nc21 (centres undefined)	-3	·
CCCc1c(C)nc2ccc(Br)cc2c1SCCC(=O)O	-14	-1
C[C@@H]1CN([C@H](C)CO)C(=O)c2cccc(NS(=O)(=O)c3ccc(F)cc3)c2O[C@H]1CN(C)Cc1ccc(Oc2ccccc2)cc1	·	5
C[C@H](CO)N1C[C@H](C)[C@H](CN(C)Cc2ccc(Cl)c(Cl)c2)Oc2ccc(NC(=O)Nc3ccc(F)cc3)cc2C1=O	·	-2
CS(=O)(=O)N(CC(=O)Nc1c(F)cccc1F)c1cccc(Br)c1	7	2
O=C(CCn1nc(-c2ccccc2)c2ccccc2c1=O)Nc1cccnc1	-7	-1
C[C@H]1CN([C@@H](C)CO)C(=O)CCCn2cc(nn2)CO[C@@H]1CN(C)Cc1ccccc1	-3	-8
Cc1noc(C)c1S(=O)(=O)Nc1ccc2c(c1)CC(=O)N([C@@H](C)CO)C[C@@H](C)[C@@H](CN(C)C(=O)Nc1ccc(F)cc1)O2	16	1
C[C@@H]1CN([C@@H](C)CO)C(=O)Cc2cc(NS(=O)(=O)c3cccs3)ccc2O[C@@H]1CN(C)Cc1ccc(C(F)(F)F)cc1	9	-3
CCCCN1C(=O)C(O)(CC(=O)c2ccco2)c2cc(Br)ccc21 (centres undefined)	·	-7
C[C@@H]1CN([C@@H](C)CO)C(=O)Cc2cc(NC(=O)CCN3CCOCC3)ccc2O[C@H]1CN(C)S(=O)(=O)c1cn(C)cn1	7	·
COc1cccc(S(=O)(=O)Nc2ccc3c(c2)[C@@H]2C[C@H](CC(=O)N(C)C)O[C@@H](CO)[C@@H]2O3)c1	-1	·
C[C@H]1CN([C@@H](C)CO)C(=O)c2cc(NC(=O)Nc3ccc4c(c3)OCO4)ccc2O[C@H]1CN(C)Cc1ccc(C(=O)O)cc1	0	-3
CCOC(=O)C1CCCn2c1nc1sc3c(c1c2=O)CCCC3 (centres undefined)	·	0
CNC[C@H]1OCCCC[C@@H](C)Oc2ccc(NS(=O)(=O)c3ccccc3)cc2C(=O)N([C@H](C)CO)C[C@@H]1C	15	-2

Two of the compounds above, with values under each structure:
Below each SMILES – mut p53 react	STK33 kin inh
CCCCN1C(=O)C(O)(CC(=O)c2ccco2)c2cc(Br)ccc21 (centres undefined)
 : ·	-7
C[C@@H]1CN([C@H](C)CO)C(=O)c2cccc(NS(=O)(=O)c3ccc(F)cc3)c2O[C@H]1CN(C)Cc1ccc(Oc2ccccc2)cc1
 : ·	5

(further entries)
SMILES	mut p53 react	STK33 kin inh
C[C@@H]1CCCCO[C@H](CN(C)Cc2ccc(C(=O)O)cc2)[C@H](C)CN([C@@H](C)CO)C(=O)c2cc(NC(=O)C3CCCCC3)ccc2O1	11	·
Cc1ccc2c(c1)C(=O)C1(O)CCN(c3ccccc3)C1=N2 (centres undefined)	-30	1
C[C@@H]1CN([C@H](C)CO)C(=O)c2cc(C#Cc3cccc(F)c3)cnc2O[C@H]1CN(C)C(=O)c1ccccc1F	-1	·
C=C(Oc1cccc(C(=O)O)c1)C(=O)O	5	0
C[C@H](CO)N1C[C@H](C)[C@H](CN(C)S(=O)(=O)c2ccccc2F)Oc2cc(C#Cc3cccc(F)c3)ccc2S1(=O)=O	-7	·
CCc1ccc(NC(=O)Cn2c(-c3nonc3N)nc3ccccc32)cc1	-8	-4
C[C@@H]1CN([C@@H](C)CO)C(=O)c2cc(NC(=O)Cn3cnnn3)ccc2O[C@H]1CN(C)C(=O)NC1CCCCC1	-3	-1
COc1cccc2cc(-c3nnc(SCC(=O)Nc4cccc(Br)c4)n3C)oc12	-65	7
Cc1c(N(C)C(=O)C2CCCN2S(=O)(=O)c2ccccc2)c(=O)n(-c2ccccc2)n1C (centres undefined)	8	-4
Cc1nnc(SCC(=O)Nc2ccccc2C(F)(F)F)s1	-10	1
C=CCNc1sc(C)nc1C(N)=O	·	1
C[C@@H]1CN([C@@H](C)CO)C(=O)c2cccc(NC(=O)c3ccncc3)c2O[C@@H]1CN(C)S(=O)(=O)c1ccc(F)cc1	-1	·
O=C(COc1ccccc1C(=O)O)Nc1ccccc1	37	2
Cc1noc(C)c1S(=O)(=O)Nc1ccc2c(c1)CC(=O)N([C@@H](C)CO)C[C@@H](C)[C@@H](CN(C)C(=O)Nc1ccc3c(c1)OCO3)O2	·	-1
CCCC#Cc1cnc2c(c1)C(=O)N([C@@H](C)CO)C[C@@H](C)[C@H](CN(C)C(=O)C1CCOCC1)O2	1	·
CCc1cc2c(=O)c(-c3nc(C)cs3)c(CCCC(=O)O)oc2cc1O	-12	1
CC(C)(C)OC(=O)CC[C@@]12N=C(c3ccc(OCCCO)cc3)O[C@@H]1c1ccccc1CN(CCS(=O)(=O)c1ccccc1)C2=O	·	15
C[C@H](CO)N1C[C@H](C)[C@H](CN(C)C(=O)NC2CCCC2)OCc2cnnn2CCCC1=O	·	-4
Cn1cnc([N+](=O)[O-])c1Sc1ncnc2nc[nH]c12	-8	-1
CCOc1ccc(NC(=O)C(C)Sc2nc3ccc(F)cc3[nH]2)cc1 (centres undefined)	7	0
COc1ccc(N(C(=O)c2ccncc2)S(=O)(=O)c2cccc([N+](=O)[O-])c2)cc1	9	3
CN(C)C(=O)C[C@@H]1C[C@@H]2c3cc(NC(=O)Nc4ccc(F)cc4)ccc3O[C@@H]2[C@@H](CO)O1	-5	·
C[C@@H]1CN([C@@H](C)CO)C(=O)CCCn2cc(nn2)CO[C@H]1CN(C)C(=O)Nc1ccc(C(C)(C)C)cc1	9	-7
Cc1nc(NCC2CCCO2)c2c3c(sc2n1)CCC3 (centres undefined)	0	-2
Cc1cccc(NC(=O)CSc2nc3sc(C)c(C)c3c(=O)n2C)c1C	-21	2

Continuation:
SMILES	mut p53 react	STK33 kin inh
COc1ccc(NC(=O)Nc2cccc3c2O[C@@H](CN(C)S(=O)(=O)c2cn(C)cn2)[C@H](C)CN([C@@H](C)CO)C3=O)cc1	10	·
Cc1c(C(=O)O)sc2nc(SCC(=O)Nc3ccccc3C(F)(F)F)[nH]c(=O)c12	0	-3
Cc1noc(C)c1S(=O)(=O)N(C)C[C@H]1Oc2ccc(NC(=O)NC(C)C)cc2CC(=O)N([C@@H](C)CO)C[C@@H]1C	-3	0
Cc1ccc(S(=O)(=O)Nc2ccc3c(c2)CC(=O)N([C@H](C)CO)C[C@@H](C)[C@H](CN(C)Cc2ccc(-c4ccccc4)cc2)O3)cc1	·	3
C[C@@H]1CN([C@@H](C)CO)C(=O)Cc2cc(NC(=O)CCC(F)(F)F)ccc2O[C@@H]1CN(C)Cc1ccc(C(=O)O)cc1	·	-1
C[C@H]1CN([C@@H](C)CO)C(=O)c2cccc(NS(=O)(=O)c3ccc(Cl)cc3)c2O[C@H]1CN(C)C(=O)Nc1ccc(F)cc1	-6	·

Of the compounds above, ten contain two or more sulfur atoms.
SMILES	mut p53 react	STK33 kin inh
N#Cc1c(NC(=O)CSc2ncccn2)sc2c1CCCC2	11	2
Cc1nc2sc3c(c2c2nnc(SCC(=O)Nc4ccc(Br)cc4)n12)CCCC3	24	1
Cc1nc2cc(NS(=O)(=O)c3cccc4cccnc34)ccc2s1	-3	0
Cc1ccc(S(=O)(=O)N(C)C[C@H]2Oc3ccc(NS(=O)(=O)c4c(C)noc4C)cc3CC(=O)N([C@H](C)CO)C[C@H]2C)cc1	·	-2
C[C@H]1CN([C@@H](C)CO)C(=O)c2cc(N(C)C)ccc2O[C@H]1CN(C)S(=O)(=O)c1cccs1	8	-1
C[C@@H]1CN([C@@H](C)CO)C(=O)Cc2cc(NS(=O)(=O)c3cccs3)ccc2O[C@@H]1CN(C)Cc1ccc(C(F)(F)F)cc1	9	-3
C[C@H](CO)N1C[C@H](C)[C@H](CN(C)S(=O)(=O)c2ccccc2F)Oc2cc(C#Cc3cccc(F)c3)ccc2S1(=O)=O	-7	·
Cc1nnc(SCC(=O)Nc2ccccc2C(F)(F)F)s1	-10	1
Cc1cccc(NC(=O)CSc2nc3sc(C)c(C)c3c(=O)n2C)c1C	-21	2
Cc1c(C(=O)O)sc2nc(SCC(=O)Nc3ccccc3C(F)(F)F)[nH]c(=O)c12	0	-3

Screens from PubChem.

Not all compounds are listed (hit frequency here may not be typical).
